PI4K2A inh: inhibitors of human PI4K2A | Q9BTU6 | purified PI4K2A, ADP-Glo luminescence, 1 h; active compounds read low | activity change, negative = inhibition, % at 76.9 µM | 420,000 tested, 0.13% active; in the data active = activity change below about -50%; inconclusive = mostly about -30% to -49%;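 also: -100% = wells without enzyme as full effect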
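In this quantitative HTS, ADP production by PI4K2A was quantified luminescently after 1 h at ambient temperature; 100 microM adenosine served as plate-quality control.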
TRHR ag: agonists of human TRH receptor; P34981; TRHR cells, calcium flux fluo-8, FDSS agonist mode; activation, % at 2 µM; 360,000 tested, 0.18% active; AID 493084; in the data active = activation above about 30%; also: 0% is about no effect
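In this calcium-flux screen, cells bearing human TRHR are dye-loaded with fluo-8, baselined for 10 cycles, then exposed to library compounds; positive kinetic calcium responses during the agonist phase mark hits, with TRH as control.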
D2 agonist: D2 dopamine receptor (human) agonism. P14416. HEK293 T-REx D2 cells, calcium flux agonist mode. activation, % at 2 µM. 340,000 tested, 0.53% active. AID 485358;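 active = activation over 3 SD above normal in the single-dose calcium agonist read, cut at about 30% in these data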; also: 0% is about no effect
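Calcium-flux readout, 1 cycle/sec over 180 s following compound pin transfer, in inducible HEK293 Trex D2 cells (force-coupled); dopamine controls included. Positive calcium responses during this window marked compounds as potential agonists.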
mIDH1 inhibitor: inhibitors of human mutant IDH1 R132H. O75874. IDH1-R132H enzyme, NADPH consumption, diaphorase/resazurin fluorescence. Potency, µM (doses to about 76.6 µM), inactives show at the top dose activity change, negative = inhibition, usual class: inhibitors. 390,000 tested, 0.093% active; also: potency is read from the fitted curve at half-maximal effect; % is scaled to controls: 0 for no effect and ±100 for the full control effect; nearly all actives have a fitted effect of over 65% in size
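IDH1-R132H (0.5 ug/mL) preincubated 30 min with compound, then NADPH (0.016 mM) and alpha-KG (2 mM) added; 80 min at RT, pH 7.5. Remaining NADPH coupled via diaphorase/resazurin to fluorescence (540/590 nm); concentration-response curves normalized to no-enzyme control.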
USP1-UAF1 inh: USP1/UAF1 (human) deubiquitinase inhibition | recombinant USP1/UAF1, Ub-Rhodamine cleavage fluorescence | AID 743255 | Potency, µM (highest dose often 57.1 µM), for the others: at the top dose activity change, negative = inhibition, hits mostly inhibitors | 390,000 tested, 0.23% active; also: potency is read from the fitted curve at half-maximal effect; % is scaled to controls: 0 for no effect and ±100 for the full control effect; nearly all actives have a fitted effect of over 60% in size; inactives centre near -12
Target sequence (O94782 whole entry, looked up): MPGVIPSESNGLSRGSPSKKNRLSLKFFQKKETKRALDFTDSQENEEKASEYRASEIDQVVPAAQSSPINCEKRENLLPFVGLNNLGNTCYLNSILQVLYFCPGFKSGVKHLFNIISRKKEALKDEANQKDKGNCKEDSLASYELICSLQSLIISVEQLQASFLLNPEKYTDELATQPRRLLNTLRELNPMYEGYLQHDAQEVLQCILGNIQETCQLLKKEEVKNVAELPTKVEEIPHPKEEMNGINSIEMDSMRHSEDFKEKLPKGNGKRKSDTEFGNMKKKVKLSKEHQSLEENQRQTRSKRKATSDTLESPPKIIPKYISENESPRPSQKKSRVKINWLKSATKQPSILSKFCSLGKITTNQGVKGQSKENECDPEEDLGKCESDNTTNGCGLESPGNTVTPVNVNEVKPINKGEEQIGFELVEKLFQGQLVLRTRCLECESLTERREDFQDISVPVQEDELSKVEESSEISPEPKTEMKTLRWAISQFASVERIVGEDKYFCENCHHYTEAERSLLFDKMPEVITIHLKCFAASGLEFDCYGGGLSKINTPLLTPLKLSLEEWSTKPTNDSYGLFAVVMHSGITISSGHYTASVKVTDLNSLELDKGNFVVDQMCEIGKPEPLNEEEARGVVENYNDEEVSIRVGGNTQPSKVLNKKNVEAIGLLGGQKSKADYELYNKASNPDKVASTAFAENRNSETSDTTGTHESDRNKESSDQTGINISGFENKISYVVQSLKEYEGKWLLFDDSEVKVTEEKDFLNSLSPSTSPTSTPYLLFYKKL
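USP1/UAF1 complex (1 nM) preincubated 15 min at room temperature with compound, then Ub-Rho substrate (150 nM final) added. Kinetic fluorescence at 480/540 nm over 6 reads at 60 s intervals; 50 mM HEPES pH 7.8, 0.5 mM EDTA, 0.1 mg/ml BSA, 1 mM TCEP, 0.01% Tween-20.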
D2 antag: antagonists of human D2 dopamine receptor; 340,000 tested, 2% active; P14416; HEK293 TREx D2 cells, calcium flux, dopamine EC80; inhibition, % at 10 µM; AID 485344; in the data active = inhibition above about 30%; also: 0% is about no effect
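In this primary screen, negative modulation is detected by tracking calcium flux after an EC80 dopamine challenge in inducible HEK293 T-REx D2 cells preexposed to test compound for 180 s.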
TrxR1 substrate: rat thioredoxin reductase 1 substrate activity; O89049; purified TrxR1 substrate turnover, NADPH consumption readout; Potency, µM (titrated, usually from 114 µM), inactives show at the highest dose activity change, negative = substrate turnover; 390,000 tested, 0.01% active; AID 588456; also: potency is read from the fitted curve at half-maximal effect; % is scaled to controls: 0 for no effect and ±100 for the full control effect; nearly all actives have a fitted effect of over 50% in size
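Rat TrxR1, dispensed at 90 nM, was prereduced with 400 uM NADPH (final) for 5 min at ~22 deg C, then incubated with compound 15 min before 400 uM selenite. A first-read NADPH fluorescence drop versus no-compound background flagged substrates.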
TRHR enhancer: allosteric enhancers of human TRH receptor; TRHR cells, fluo-8 calcium fluorescence, EC20 TRH enhancement; enhancement, % at 2 µM; AID 493056; P34981; 360,000 tested, 0.66% active; in the data active = enhancement above about 30%; also: 0% is about no effect
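TRHR-expressing cells loaded with fluo-8 calcium dye were read kinetically (ex 480/em 530) during compound addition, then stimulated with an EC20 of TRH (10 nM final). Enhancement of the Gq-mediated intracellular calcium response was scored.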
TrxR1 inh: blocks rat thioredoxin reductase 1 | recombinant rTrxR1, NADPH fluorescence consumption, selenite substrate | Potency, µM (doses to about 114 µM), inactives show at the top dose activity change, negative = inhibition, usual class: inhibitors | O89049 | 390,000 tested, 1% active; also: potency is read from the fitted curve at half-maximal effect; % is scaled to controls: 0 for no effect and ±100 for the full control effect; nearly all actives have a fitted effect of over 65% in size
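Rat TrxR1 (90 nM in the dispensed reagent) was pre-reduced with 400 uM NADPH for 5 min at room temperature, then incubated with compound for 15 min. After 400 uM selenite was added, NADPH fluorescence (Ex 340/Em 450 nm) was followed for 8 min.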
* marks the source's active call; other numbers are inactive results; ? = inconclusive; nt = no result given; & = joins results of further samples; [ ] = another dose, or the depositor's remark. Unless noted, calls follow the shape of the dose curve; as a rule, active = well fitted inhibition curve with a large enough effect; inconclusive = small, poorly fitted or top-dose-only effect; inactive = no such curve, though single readings can be large or run the other way.

entry | Molecule | D2 agonist | TrxR1 substrate | D2 antag | PI4K2A inh | USP1-UAF1 inh
1 | CCCC(=O)NC(=S)N1CCN(c2ccc([N+](=O)[O-])cc2)CC1 | 0.2 | -15% | 3 | 3 | 5%
2 | Cn1cc(/C=C/C(=O)N2CCCC(C(=O)c3ccc(C(F)(F)F)cc3)C2)cn1 (centres undefined) | -1.8 | -4%[57.1 µM] | 7 | 3 | -16%
3 | CCC/C(O)=C1\C(=O)CC(c2ccccc2)CC1=NCCc1c(C)[nH]c2ccc(C)cc12 (centres undefined) | -0.1 | 1%[57.1 µM] | 11 | 2 | -16%
4 | Cc1noc(NS(=O)(=O)c2ccc(NC(=O)c3cc(S(=O)(=O)N(C)c4ccccc4)ccc3Cl)cc2)c1C | nt | -10% | nt | -4 | -13%
5 | CCS(=O)(=O)c1ncc(N(Cc2ccco2)Cc2sccc2C)c(C(=O)Nc2cc(C)ccc2C)n1 | 4.8 | -4% | nt | -2 | -18%
6 | Cc1ccc(C2=NN(CCC#N)C(=O)CO2)cc1 | -2.0 | -3% | -13 | 2 | -11%
7 | COc1ccc2c(c1)c1c(c(=O)n(-c3ccc(F)c(Cl)c3)c(=O)n1CC(=O)N1CCCC1)n2C | 0.3 | 28% | nt | -5 | -21%
8 | O=C(NCCCN1CCOCC1)c1cc(-c2ccco2)nc2ccccc12 | nt | 396%[activator] | nt | -12 | -15%
9 | CCSc1nnc2c(Cl)cc(Cl)cn12 | 0.3 | -8% | -3 | -4 | -1%
10 | CN1CCN(C(=O)c2cc(=O)c3cc(Cl)ccc3o2)CC1 | 0.5 | -3% | -4 | -1 | 0%
11 | Cc1cccc(C)c1OCC(=O)Nc1c(C(=O)c2ccccc2)oc2ccccc12 | 0.3 | 45%[activator] | nt | 1 | -19%
12 | CC(=O)c1cccc(NC(=S)NC(=O)CC(C)(C)C)c1 | 1.2 | 5%[57.1 µM] | -4 | 3 | 1%
13 | CC(C)NS(=O)(=O)c1ccc(CCC(=O)N2CCCCC2)cc1 | 0.3 | 2%[57.1 µM] | 12 | 3 | -23%
14 | CC(C)c1ccc(OC(=O)c2cc(-c3ccccc3)on2)cc1 | nt | -2% | nt | 3 | -8%
15 | O=C1NC(=Nc2cccc([N+](=O)[O-])c2)SC1(CO)CO | -0.1 | 6% | -8 | -1 | -12%

entry | mIDH1 inhibitor | TRHR enhancer | TRHR ag | TrxR1 inh
1 | 5% | 10 | -0.2 | -18%
2 | 2% | -5 | -2.4 | 8%[57.1 µM]
3 | 1% | -1 | -0.3 | 19%[57.1 µM]
4 | 0% | nt | nt | 1%
5 | 0% | -4 | 1.6 | 0%
6 | -17% | 0 | -1.3 | 7%
7 | -6% | -5 | 0.1 | 30%
8 | 1% | nt | nt | -4%
9 | -4% | 3 | -0.1 | -7%[57.1 µM]
10 | -4% | 1 | 0.5 | 8%
11 | 6% | -11 | -0.8 | 61%[activator]
12 | 9% | 6 | 0.1 | ?
13 | 2% | 7 | 0.4 | 9%[57.1 µM]
14 | -3% | 6 | -0.5 | 10%
15 | 0% | 6 | 0.9 | 16%

Further records.
entry | Molecule | D2 agonist | TrxR1 substrate | D2 antag | PI4K2A inh | USP1-UAF1 inh
16 | CN(C(=O)CSc1cccc[n+]1[O-])C1CCCCC1 | nt | -2% | nt | 1 | -6%
17 | Cc1cc(C)c(S(=O)(=O)N2CCN(C)CC2)c(C)c1 | 1.4 | -2% | 11 | 1 | -11%
18 | CCOC(=O)c1c(-c2ccccc2)csc1N1C(=O)Nc2ccccc2N1O | nt | -5% | nt | 4 | -14%
19 | Cc1ccc(NC(=O)c2cccc(S(=O)(=O)NCc3ccccc3)c2)nc1 | 0.2 | 3% | 1 | -2 | 0%
20 | c1ccc2ncccc2c1 | nt | 4%&5% | nt | -12 | 2%
21 | Cc1nnc(SCC(=O)Nc2nc3c(s2)CC(C)CC3)s1 (centres undefined) | 2.7 | 1% | -13 | 6 | -4%
22 | Cc1ccc(OCC(=O)Nc2nc(C)c(Cl)cc2Cl)c([N+](=O)[O-])n1 | 0.8 | 2% | -9 | 0 | -9%
23 | CCN(CC(=O)Nc1ccccc1OC)C(=O)c1ccc(N(C)S(=O)(=O)c2ccc(C)cc2)cc1 | -0.2 | 10% | 5 | 2 | -22%
24 | Fc1ccc(C2CCCN2Cc2nc(Cc3ccccc3)no2)cc1 (centres undefined) | -0.1 | 0% | 14 | 5 | -21%
25 | Cc1ccc(NC(=O)NC(=O)CSc2n[nH]c(N)n2)c(C)c1 | 1.2 | 7% | -7 | -4 | -11%
26 | CN(C)/C=N/c1nc(Sc2ccc(C(F)(F)F)cc2[N+](=O)[O-])n[nH]1 | -0.6 | -10%[57.1 µM] | 9 | -1 | 3%
27 | CCCCOc1cccc(C(=O)NNC(=S)NC2CCCCC2)c1 | -0.6 | -14% | 0 | 0 | -1%
28 | N#CC1=C(N)Oc2cc(O)ccc2C1c1cccs1 (centres undefined) | -0.6 | -2%[57.1 µM] | 11 | 1 | -21%
29 | CCCCC(CC)C(=O)Nc1ccc(Nc2ccccc2)cc1 (centres undefined) | 1.7 | -10% | -9 | -1 | -13%
30 | CCCN1CCC(NC(=O)Cc2ccc(C)cc2)CC1 | -0.3 | 4% | 9 | 1 | -11%

entry | mIDH1 inhibitor | TRHR enhancer | TRHR ag | TrxR1 inh
16 | 5% | nt | nt | -1%
17 | 2% | -1 | 0.2 | -18%
18 | -12% | -2 | -0.6 | 6%
19 | 1% | 0 | -0.3 | 15%
20 | 24% | nt | nt | 15%&-13%
21 | 14% | 8 | 0.1 | 4%
22 | 1% | 14 | 1.2 | 36%[activator]
23 | 1% | -10 | 1.4 | 24%
24 | 0% | -9 | 0.0 | 25%
25 | 13% | -9 | 0.1 | 11%
26 | 0% | 5 | 0.0 | -5%[57.1 µM]
27 | -4% | -2 | -1.2 | -19%
28 | -5% | -8 | 4.9 | 1%[57.1 µM]
29 | -6% | -1 | 1.5 | -9%
30 | 3% | -1 | 1.3 | 3%

Further compounds follow.
entry | Molecule | D2 agonist | TrxR1 substrate | D2 antag | PI4K2A inh | USP1-UAF1 inh
31 | COC(=O)c1cccnc1-n1c(=O)c2cccnc2n(Cc2cccc(OC)c2)c1=O | 0.3 | -2% | 3 | -4 | -7%
32 | Cc1cc(C)n(C(=O)CNC(=O)c2ccccc2Br)n1 | -0.1 | -9% | -7 | -3 | -20%
33 | O=C(CNS(=O)(=O)c1ccccc1)OCC(=O)c1ccc(OC(=O)c2ccccc2)cc1 | 0.2 | 0% | 4 | 18 | -9%
34 | C=CCn1c(=O)/c(=C/c2ccc(F)cc2)s/c1=C(\C#N)c1nnc2n1CCCCC2 | 0.1 | -7% | 5 | 2 | -6%
35 | COc1cccc(N2CCN(C3OC(=O)c4ccccc43)CC2)c1 (centres undefined) | -1.8 | -7% | 30* | -12 | -6%
36 | COc1cccc(-n2c([S-])c(C(=O)Nc3ccc(S(=O)(=O)N4CCOCC4)cc3)[n+]3cc(C(N)=O)ccc23)c1 | 1.1 | 2% | 8 | -1 | -26%
37 | NC(=O)c1cc(S(=O)(=O)N2CCCC2)ccc1OCc1ccc(F)cc1 | nt | 0% | nt | 4 | -11%
38 | CSC1=NSC2=NC(=O)/C(=C\c3cccs3)C(=N)N12 | 0.1 | ? | 4 | 1 | -8%
39 | Cc1ccc(C(=O)c2cnc3cc4c(cc3c2S(=O)(=O)c2ccccc2)OCCO4)cc1 | -0.4 | 8% | -13 | -3 | -16%
40 | COc1ccc(N2CCN(C(=O)c3ccc(NS(=O)(=O)c4ccccc4)cc3)CC2)cc1 | 0.2 | 8%[57.1 µM] | 10 | -3 | -20%
41 | Cc1ccc(S(=O)(=O)NNC(=O)/C=C/c2cccc(F)c2)cc1 | 1.1 | -9% | -12 | 4 | -13%
42 | CN(C)CCCNC(=O)C1CCNCC1 | 1.5 | -6% | -1 | 4 | -16%
43 | COC(=O)c1ccc2c(c1)N(CC(=O)Nc1ccc(C)cc1Cl)C(=O)c1ccccc1S2 | 0.0 | 2%[57.1 µM] | nt | 1 | -19%
44 | [O-]/C(=C(\C(=S)Nc1cccc2ccccc12)[n+]1cccc(CO)c1)c1ccc(Cl)s1 | 0.3 | 6% | 15 | -9 | -24%

entry | mIDH1 inhibitor | TRHR enhancer | TRHR ag | TrxR1 inh
31 | 10% | -1 | -0.1 | 5%
32 | -13% | -4 | -0.3 | -8%
33 | 1% | -3 | 0.1 | 3%
34 | 2% | 0 | -0.2 | -1%
35 | 1% | 3 | 1.1 | -20%
36 | 7% | -1 | -0.5 | 4%
37 | 6% | 3 | 0.5 | 20%
38 | 1% | -4 | 0.9 | ?
39 | -4% | 3 | -0.5 | 6%
40 | -1% | 5 | -0.2 | 11%
41 | 2% | 11 | -0.5 | -4%
42 | 1% | 10 | 0.9 | 71µM*
43 | -1% | 3 | 0.6 | 25%[57.1 µM]
44 | 1% | 2 | -4.0 | -13%

Source: PubChem (National Center for Advancing Translational Sciences (NCATS))

Random draw from the library. Share with any hit: about 3.9%.
